UBC9 SUMO inh = inhibitors of in vitro SUMOylation cascade, primary screen, biochemical, HTRF, uHTS; 0.36% of 290,000 active; HTRF SUMOylation assay, SAE1/SAE2 + UBC9; inhibition, % at 35 µM; in the data active means inhibition above about 50%, passing the limit was not always enough; further: strong numbers were not always called active
MEKK3 PB1 HTS = modulators of MEKK3-MEK5 PB1 binding, primary screen, biochemical, wildtype MEKK3, multiplex bead flow cytometry, Alexa488-MEK5; 1.4% of 290,000 active; bead-based flow cytometry, Alexa488-MEK5 binding to MEKK3; actives lie on both sides; 0 = blocked by unlabeled MEK5, 100 = vehicle; binding response (% of control), % at 10 µM;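 active means binding response more than 3 SD above or below the average of its plate-row segment, actives on both sides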;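 further: Alexa488 bead fluorescence after subtracting the streptavidin-only scavenger bead signal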
NALP1 inh = NALP1 inflammasome inhibitors in reconstituted yeast, colorimetric, S. cerevisiae, triplicate retest; S. cerevisiae NALP1/ASC/caspase-1 growth, X-gal OD620, 72 h; inhibition, % at 10 µM; 0.61% of 280,000 active; in the data active means inhibition mostly above about 24%, no sharp cut-off; inactive means mostly below about 32%; further: some compounds called inactive have numbers as strong as hits
IDE cell activ = human IDE activators in live cells, primary screen, fluorescence polarization, HEK cells, FAbeta-B substrate; Insulin-degrading enzyme (Homo sapiens), P14735; FAbeta-B cleavage; 0% vehicle, 100% cell-free pure enzyme wells; activation, % at 5.96 µM; 0.073% of 340,000 active; AID 493087, 2011;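 active means activation above the mean of all tested compounds plus 3 SD, set per screening campaign, cut at about 17% in these data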
Target sequence (P14735 whole entry, looked up): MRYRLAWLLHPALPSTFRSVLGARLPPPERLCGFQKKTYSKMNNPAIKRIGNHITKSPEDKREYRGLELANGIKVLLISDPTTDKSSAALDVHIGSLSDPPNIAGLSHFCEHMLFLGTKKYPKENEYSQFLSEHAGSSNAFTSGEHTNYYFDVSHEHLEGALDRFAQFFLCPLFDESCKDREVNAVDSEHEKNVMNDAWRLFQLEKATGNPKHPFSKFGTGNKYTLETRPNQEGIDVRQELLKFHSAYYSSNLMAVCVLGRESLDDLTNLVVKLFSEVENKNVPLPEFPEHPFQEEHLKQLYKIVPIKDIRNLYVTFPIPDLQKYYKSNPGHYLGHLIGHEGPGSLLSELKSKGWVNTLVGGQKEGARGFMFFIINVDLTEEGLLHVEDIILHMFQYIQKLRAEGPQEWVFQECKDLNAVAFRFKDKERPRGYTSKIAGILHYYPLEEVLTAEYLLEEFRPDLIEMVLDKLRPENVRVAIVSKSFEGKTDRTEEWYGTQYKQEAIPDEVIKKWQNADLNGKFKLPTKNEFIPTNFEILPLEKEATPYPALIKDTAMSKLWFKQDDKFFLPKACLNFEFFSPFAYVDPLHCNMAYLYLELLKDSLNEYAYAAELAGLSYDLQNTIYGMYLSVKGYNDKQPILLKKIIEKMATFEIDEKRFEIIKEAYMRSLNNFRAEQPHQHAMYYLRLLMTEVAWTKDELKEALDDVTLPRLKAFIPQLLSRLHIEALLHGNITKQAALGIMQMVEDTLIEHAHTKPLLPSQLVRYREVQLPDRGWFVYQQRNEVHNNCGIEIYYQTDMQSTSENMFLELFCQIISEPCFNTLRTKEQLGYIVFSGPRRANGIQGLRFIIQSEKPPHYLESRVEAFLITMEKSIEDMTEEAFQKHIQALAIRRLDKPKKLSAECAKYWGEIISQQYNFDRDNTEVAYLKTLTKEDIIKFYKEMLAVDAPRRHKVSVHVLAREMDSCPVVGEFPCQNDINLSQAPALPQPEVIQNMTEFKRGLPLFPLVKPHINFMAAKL
pCIP destab = p/CIP-EGFP fusion destabilizers, primary screen, fluorescence, F442A cells. 16 h. decrease of EGFP signal, % at 10 µM. 0.01% of 290,000 active. AID 1984, 2009;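 active means EGFP signal decrease of at least 30% at 10 µM or well 3 SD below plate mean, unless failing retest; inactive means the rest, including hits failing retest or dose response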; further: some compounds called inactive have numbers as strong as hits; many of its hits are not listed in these tables
IDE cell inh = human IDE inhibitors in live cells, primary screen, fluorescence polarization, HEK cells, FAbetaB substrate. inhibition, % at 5.59 µM. 0.41% of 320,000 active. FAbetaB cleavage. Insulin-degrading enzyme (Homo sapiens), P14735;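 active means percent inhibition above the average of all tested compounds plus 3 SD, set per screening campaign, cut at about 16% in these data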;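 further: IDE supplied by intact live HEK cells; FP after avidin binding of uncleaved biotin substrate so inhibition keeps polarization high; 0% = DMSO wells and 100% = 60 µM reference IDE inhibitor Ii1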
MEKK2 mut-MEK5 = MEK5 binding signal on mutant MEKK2 PB1, primary screen, biochemical, multiplex bead flow cytometry, Alexa488-MEK5; percent response, % at 10 µM; AID 1530, 2009; 0.35% of 290,000 active; Alexa488-MEK5 binding to MEKK2 mutant; in the data active means percent response above about 24%, passing the limit was not always enough; further: inactives centre near 1; some results filed as inactive read as strong as hits; reference of the scale not given here
MEKK2wt PB1 HTS = modulators of MEK5 binding to wildtype MEKK2, primary screen, biochemical, multiplex bead flow cytometry, Alexa488-MEK5; Mitogen-activated protein kinase kinase kinase 2 (Homo sapiens), Q9Y2U5; Alexa488-MEK5 binding to MEKK2 WT; actives lie on both sides; binding response (% of control), % at 10 µM; 1.1% of 290,000 active; in the data active means binding response below about 67% or above about 130%
M18AAP inhibitor = PfM18AAP inhibitors, malaria aminopeptidase, primary screen, biochemical, QFRET, recombinant enzyme. M18 aspartyl aminopeptidase (Plasmodium falciparum 3D7). H-Glu-NHMec fluorogenic cleavage. inhibition, % at 7.35 µM. 1.2% of 290,000 active. AID 1822, 2009;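 active means inhibition above the campaign mean inhibition over all tested compounds plus 3 SD, cut at about 28% in these data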;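 further: 0% = plate median of test compound wells and 100% = 2 mM ZnCl2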
Active calls of the source: *; . = not tested or not shown; [ ] = another dose, or the depositor's remark.

UBC9 SUMO inh	NALP1 inh	MEKK2wt PB1 HTS	pCIP destab	IDE cell activ	M18AAP inhibitor	MEKK2 mut-MEK5	MEKK3 PB1 HTS	IDE cell inh	mol
-2	11	94	5	0	7	-3	97	5	O=C(Cc1coc2cc3c(cc12)CCC3)OCC(=O)N1CCCC1=O
3	-22	93	11	3	-14	-1	97	2	O=C1CSC(=Nc2ccccc2)N1Cc1ccccc1
5	4	109	-11	4	-1	6	107	1	Cc1cc(C)c(C(=O)CC(=O)c2ccccc2Cl)c(O)c1
32	8	84	7	7	0	-13	103	-4	O=C(O)CCc1nn2c3ccccc3n(CC(=O)c3cccs3)c2nc1=O
-7	10	101	3	0	-2	6	104	4	O=S(=O)(Nc1ccc(Cl)cc1)c1cccc2cccnc12
2	3	92	-6	2	3	-7	93	-3	CCN(CC)CCNC(=O)C(C)c1nn(C)c(=O)c2ccccc12 (stereo unspecified)
-12	22	130	-19	3	-3	12	108	2	CCOC(=O)c1c(CN2CCN(C)CC2)n(C)c2cc(Br)c(OC)cc12
8	14	100	-10	-5	0	0	101	6	O=C(NC1CCCN(Cc2ccc(Cl)cc2)C1)c1cnc2ccccn2c1=O (stereo unspecified)
-2	10	102	0	3	4	-9	108	0	CN(CC(=O)Nc1ccc(SC(F)F)cc1)C1CCCCC1
-6	4	104	-6	6	0	2	99	-2	C=CCn1nnnc1SCC(=O)Nc1ccc(OC)cc1
-14	11	95	-8	-7	-1	-2	95	0	Cc1ccc(CN(Cc2ccco2)S(=O)(=O)c2ccc(S(=O)(=O)NCC3CCCO3)cc2)cc1 (stereo unspecified)
-7	25	93	22	5	-6	0	101	1	O=C1NC(Cc2ccccc2)C(=O)N1CC(=O)N1CCCc2ccccc21 (stereo unspecified)
-10	3	104	6	-2	2	5	98	0	Cc1ccccc1C(=O)N1CCN(S(=O)(=O)c2cccs2)CC1
-2	25	94	7	2	-5	-5	98	9	COc1cccc(OC)c1C(=O)Nc1ccc(S(=O)(=O)N2CCCCC2)cc1
-19	-21	98	0	3	5	-2	97	-9	Cc1ccc(C2C3=C(CC(C)(C)CC3=O)N=C3c4ccccc4C(=O)C32)cc1 (stereo unspecified)
14	10	89	-24	7	4	-7	90	0	Cn1c(=O)c2c(nc(CN3CCN(C(=O)c4ccco4)CC3)n2Cc2ccc(F)cc2)n(C)c1=O
29	4	90	-19	1	-3	-2	88	3	Cn1c(=O)c2c(nc(N3CCOCC3)n2CC(=O)C23CC4CC(CC(C4)C2)C3)n(C)c1=O
-5	-5	103	13	4	3	-2	105	-4	COc1cc(OC)c(C2=NOC(C(=O)Nc3ccc4c(c3)OCO4)C2)cc1Cl (stereo unspecified)
-21	4	123	0	1	-3	7	128*	-3	COc1ccc([N+](=O)[O-])cc1NC1CCCCC1
-4	0	99	-7	-1	-1	-1	95	4	CCOc1ccc(CCNC(=O)CCn2cccc2)cc1OCC

A second format for 11 compounds above:
Structure,UBC9 SUMO inh,NALP1 inh,MEKK2wt PB1 HTS,pCIP destab,IDE cell activ,M18AAP inhibitor,MEKK2 mut-MEK5,MEKK3 PB1 HTS,IDE cell inh
C=CCn1nnnc1SCC(=O)Nc1ccc(OC)cc1,-6,4,104,-6,6,0,2,99,-2
Cc1ccc(CN(Cc2ccco2)S(=O)(=O)c2ccc(S(=O)(=O)NCC3CCCO3)cc2)cc1 (stereo unspecified),-14,11,95,-8,-7,-1,-2,95,0
O=C1NC(Cc2ccccc2)C(=O)N1CC(=O)N1CCCc2ccccc21 (stereo unspecified),-7,25,93,22,5,-6,0,101,1
Cc1ccccc1C(=O)N1CCN(S(=O)(=O)c2cccs2)CC1,-10,3,104,6,-2,2,5,98,0
COc1cccc(OC)c1C(=O)Nc1ccc(S(=O)(=O)N2CCCCC2)cc1,-2,25,94,7,2,-5,-5,98,9
Cc1ccc(C2C3=C(CC(C)(C)CC3=O)N=C3c4ccccc4C(=O)C32)cc1 (stereo unspecified),-19,-21,98,0,3,5,-2,97,-9
Cn1c(=O)c2c(nc(CN3CCN(C(=O)c4ccco4)CC3)n2Cc2ccc(F)cc2)n(C)c1=O,14,10,89,-24,7,4,-7,90,0
Cn1c(=O)c2c(nc(N3CCOCC3)n2CC(=O)C23CC4CC(CC(C4)C2)C3)n(C)c1=O,29,4,90,-19,1,-3,-2,88,3
COc1cc(OC)c(C2=NOC(C(=O)Nc3ccc4c(c3)OCO4)C2)cc1Cl (stereo unspecified),-5,-5,103,13,4,3,-2,105,-4
COc1ccc([N+](=O)[O-])cc1NC1CCCCC1,-21,4,123,0,1,-3,7,128*,-3
CCOc1ccc(CCNC(=O)CCn2cccc2)cc1OCC,-4,0,99,-7,-1,-1,-1,95,4

Next records:
UBC9 SUMO inh	NALP1 inh	MEKK2wt PB1 HTS	pCIP destab	IDE cell activ	M18AAP inhibitor	MEKK2 mut-MEK5	MEKK3 PB1 HTS	IDE cell inh	mol
-10	23	98	6	7	11	-6	97	.	COc1ccc(CN2CCNC(=O)C2CC(=O)N(C)CC2CCOCC2)cc1C (stereo unspecified)
25	31	99	-2	.	18	-2	97	7	C/C(=N\Nc1ccc2nncn2n1)c1ccc(Cl)s1
-10	-23	104	14	6	0	2	100	4	CC(C)c1ccc(CN2CCSCC2)cc1
4	-11	98	-12	4	-6	1	99	1	CC(C)(C)NC(=O)CCN1CCOCC1
3	18	112	-1	-2	-1	15	111	4	C=CCN1C(=O)C2(OCCO2)c2cc(C)ccc21
-14	20	104	7	1	-1	5	103	1	O=C(CN(CC1CCCO1)C(=O)CNS(=O)(=O)c1ccc(Cl)cc1)NCc1ccc(F)cc1 (stereo unspecified)
2	3	31*[inhibitor]	-2	0	3	-8	64*[inhibitor]	0	CS(=O)(=O)Nc1cccc(C(=O)OCCCOc2ccc(F)cc2)c1
11	-1	101	4	1	-1	-2	100	0	CCC(Cc1ccccc1)NS(=O)(=O)c1c(C)nc2sccn2c1=O (stereo unspecified)
-1	-3	88	-3	-2	-2	-7	100	-7	Cc1ccc(C(=O)NCC(=O)N2CCN(S(=O)(=O)c3cccs3)CC2)s1
14	31	90	-4	0	-19	-2	90	13	C/C(=N\NC(=O)c1ccc(NS(=O)(=O)c2cccs2)cc1)c1ccccc1
11	0	106	12	3	8	6	106	2	COc1ccccc1CCC(=O)N1CCC(n2nccc2NC(=O)CC(C)C)CC1
-12	-18	66	-1	0	-2	-28	67	8	CC(Sc1cccc[n+]1[O-])C(=O)Nc1ccc(Oc2ccccc2)cc1 (stereo unspecified)
-3	19	94	-13	-18	12	12	97	9	CC1=CN2C(=N)/C(=C/c3ccc([N+](=O)[O-])o3)C(=O)N=C2S1
20	9	83	4	1	-2	-16	85	-5	CC(C)c1ccc(CNC(=O)C(=O)Nc2nccs2)cc1
.	.	107	.	6	0	6	118	0	CC(C)CC(NC=C1C(=O)OC(C)(C)OC1=O)C(=O)O (stereo unspecified)
14	12	105	4	6	0	-1	102	5	Cc1nn(C)cc1CNC(=O)/C=C/c1cnn(C)c1
-7	-2	98	12	0	4	-2	92	3	Cc1nc2c(C)cccc2cc1C(=O)N/N=C/c1cccnc1
24	8	101	3	0	53*	5	108	6	CN(C)c1cccc(C(=O)n2cc(C(=O)c3cc(F)ccc3O)cn2)c1
6	4	95	-8	-3	4	1	100	6	Cc1cccc(/C=C/c2onc(C)c2S(=O)(=O)N2CCC(C(=O)N3CCCCCC3)CC2)c1
1	11	115	-12	3	4	0	102	8	Cc1ccc(N(CC(O)Cn2c3ccccc3c3ccccc32)S(C)(=O)=O)c(C)c1 (stereo unspecified)

(more compounds)
UBC9 SUMO inh	NALP1 inh	MEKK2wt PB1 HTS	pCIP destab	IDE cell activ	M18AAP inhibitor	MEKK2 mut-MEK5	MEKK3 PB1 HTS	IDE cell inh	mol
10	-5	104	-11	3	7	3	103	-4	Cc1cc(N(CC(=O)O)S(C)(=O)=O)ccc1Br
23	-3	.	-9	0	2	.	.	3	C[n+]1cn(CC(O)COCc2ccccc2)c2ccccc21 (stereo unspecified)
1	23	107	5	3	9	10	105	1	CC(C)c1ccc(-c2nc3c([nH]2)c(=O)n(C)c(=O)n3C)cc1
-7	27	97	0	5	-9	3	99	2	CC(=O)Nc1cccc(N2C(=O)CC(N3CCC(C(=O)N4CCCCC4)CC3)C2=O)c1 (stereo unspecified)
-2	-9	102	-3	2	-4	4	104	8	O=C(c1ccco1)N1CCN(S(=O)(=O)c2cc(Cl)ccc2Cl)CC1
15	6	90	-16	0	2	-8	94	1	COc1ccccc1NC(=O)Nc1cccnc1
14	22	105	-9	3	2	3	102	3	O=c1oc(-c2cccs2)nc2c1cnn2-c1ccccc1
45	1	81	-7	-4	48*	-12	96	.	Cc1ccc(C2=NC(=O)/C(=C/c3cc(O)c(O)c(Br)c3)S2)cc1
11	-21	107	-8	-1	-1	5	104	5	CCOC(=O)Cn1c(=O)oc2cc(S(=O)(=O)N3CCCC(C)C3)ccc21 (stereo unspecified)
-30	2	105	-5	.	1	4	102	2	Cc1ccc(CN2C(=O)C3CCCN3c3ccc(S(=O)(=O)N4CCOCC4)cc32)cc1 (stereo unspecified)
8	8	104	-8	6	2	1	100	2	CCOC(=O)C1CCN(C(=O)N2CCOCC2)CC1

Screening results from PubChem.

Only part of the results is shown; the hit share may differ from the screen's.
